SRC3 TRFRET art: counter-screen for PPARgamma SRC-3 recruitment agonists: TR-FRET artefact; PPARgamma/SRC-3 format; stronger effect = higher value; TR-FRET ratio at 8 µM; 99,000 compounds, 0.39% hits; in the data active = TR-FRET ratio above about 2000; note: inactives centre near 1600; reference of the scale not given here
SRC1 TRFRET art: counter-screen for PPARgamma SRC-1 recruitment agonists: TR-FRET artefact. 99,000 compounds, 0.34% hits. TR-FRET ratio at 8 µM. TR-FRET detection artefact counter-screen, emission ratio; stronger effect = higher value; in the data active = TR-FRET ratio above about 2300; note: inactives centre near 1800; reference of the scale not given here
* marks the source's active call; other numbers are inactive results. Not all compounds are listed; the hit share may differ from the screen's.

Start of the data: the first four compounds, ahead of the listing:
compound	SRC3 TRFRET art	SRC1 TRFRET art
Cc1nc(N2CCN(c3ccccn3)CC2)c2c(C)c(C(=O)Nc3ccccc3F)sc2n1	1745	1629
O=C(c1ccc(CNS(=O)(=O)c2cccc(Cl)c2)cc1)N1CCCC1	1616	1757
Cc1ccc(S(=O)(=O)N2CCN=C2SCc2cccnc2)cc1	1645	1737
COc1ccc(O)c(C=Nc2cc(NC(C)=O)c(Cl)cc2Cl)c1	1450	1901

The listing, repeating the preview:
compound	SRC3 TRFRET art	SRC1 TRFRET art
Cc1nc(N2CCN(c3ccccn3)CC2)c2c(C)c(C(=O)Nc3ccccc3F)sc2n1	1745	1629
O=C(c1ccc(CNS(=O)(=O)c2cccc(Cl)c2)cc1)N1CCCC1	1616	1757
Cc1ccc(S(=O)(=O)N2CCN=C2SCc2cccnc2)cc1	1645	1737
COc1ccc(O)c(C=Nc2cc(NC(C)=O)c(Cl)cc2Cl)c1	1450	1901
O=C(CSCc1ccccc1)Nc1cc([N+](=O)[O-])ccc1F	1516	2005
CCC(=O)Nc1ccc(NC(=S)NC(=O)Cc2ccccc2)cc1	1390	1744
COc1ccc(NC(=S)c2ccncc2)cc1	1823	1858
CCN(CC(=O)NCc1ccc(F)cc1)C(=O)/C=C/c1cccs1	1482	1599
COc1ccccc1C1C(C#N)=C(N)Oc2c1oc(CO)cc2=O (stereo not drawn)	1632	1484
CC(CCc1ccccc1)NCC(O)c1cccc([N+](=O)[O-])c1 (stereo not drawn)	1556	1746
NC(=O)COC(=O)c1ccccc1SCC(=O)NC1CCCCCC1	1799	1499
COC(=O)C1=C(C)N(CCCC(=O)O)C(=O)NC1c1ccc(-c2ccccc2)cc1 (stereo not drawn)	1315	1717
Cc1ccc(NC(=S)Nc2ccc(S(=O)(=O)N3CCOCC3)cc2)cc1S(=O)(=O)N1CCOCC1	1571	1955
CCOC(=O)C1(Cc2cccc(OC)c2)CCN(Cc2ccc3c(c2)OCCO3)CC1	1607	1830
CCOC(=O)c1c(NC(=O)CSc2c[nH]c3ccccc23)sc2c1CCCC2	4458*	1766
O=C(Nc1ccccc1C(=O)N1CCCC1)c1ccc(Cl)c([N+](=O)[O-])c1	1666	1780
CCOC(=O)N/N=C/c1cc(C)n(-c2ccccc2)c1C	1582	1682
Cc1ccc(S(=O)(=O)NCCNC(=O)c2nonc2N)cc1	1595	1674
CCOC(=O)c1c(C)[nH]c(C(=O)COC(=O)c2oc3ccc(OC)cc3c2C)c1C	1826	1986
Fc1ccc(OCc2nc3ccccc3s2)cc1	1404	1718

compound	SRC3 TRFRET art	SRC1 TRFRET art
O=C1N=C(N2CCOCC2)S/C1=C\c1ccc(OS(=O)(=O)c2ccccc2)cc1	1700	1827
COC(=O)/C(=N/Nc1ccc(C)cc1)N1CCCc2ccccc21	1586	1702
COc1cccc(CN(C)C(=O)c2cc(COc3ccc4ncccc4c3)on2)c1	1661	1669
NC(=O)c1ccc(NC(=O)CN2CCN(c3ccc(Cl)cc3)CC2)cc1	1608	1650
CCOc1cc(/C=C2\N=C3CCCCCN3C2=O)ccc1O	1676	1858
COC(=O)CSc1nnc2n(-c3ccc(OC)cc3)c(=O)c3c4c(sc3n12)CCCCC4	1576	1868
Cn1cc(Br)c(C(=O)NC(=S)N2CCN(c3ccccn3)CC2)n1	1561	1882
CC(Cl)c1cc(-c2ncc(C(F)(F)F)cc2Cl)no1 (stereo not drawn)	1548	1790
C/C(=N\NC(=O)c1ccco1)c1cc2ccccc2o1	1594	1720
N#C/C(=C\c1cccnc1)C(=O)Nc1cccc(Cl)c1	1615	1728
CCCc1cc(=O)oc2cc(OCC(=O)NCc3cccs3)ccc12	1590	1813
CCCn1c(SCc2nc3ccccc3s2)n[nH]c1=O	1734	1792
Cn1ccc2c([N+](=O)[O-])cccc2c1=O	1529	1851
COc1ccc(-c2cc(C(F)F)n3ncc(C(=O)Nc4c(C)n(C)n(-c5ccccc5)c4=O)c3n2)cc1	1685	1864
CS(=O)(=O)c1ccc2nc(NC(=O)Nc3ccc(Cl)cc3)sc2c1	1343	1585
CCOC(=O)c1c(C)[nH]c(C(=O)COC(=O)COc2ccccc2C=O)c1C	1470	1727
CCOC(=O)CNC(=O)CSc1nnc(C)c(=O)[nH]1	1531	1844
Cc1ccccc1NC(=O)NC1CCCCC1C (stereo not drawn)	1643	1799
CC1=[N+](C)c2c(ccc3cccnc23)C1(C)C	1547	1600
COC(=O)c1ccc(-c2noc(CN(Cc3nccn3C)C(C)C)n2)cc1	1547	1588

In the list so far, 5 have an NH in an aromatic ring:
compound	SRC3 TRFRET art	SRC1 TRFRET art
CCOC(=O)c1c(NC(=O)CSc2c[nH]c3ccccc23)sc2c1CCCC2	4458*	1766
CCOC(=O)c1c(C)[nH]c(C(=O)COC(=O)c2oc3ccc(OC)cc3c2C)c1C	1826	1986
CCCn1c(SCc2nc3ccccc3s2)n[nH]c1=O	1734	1792
CCOC(=O)c1c(C)[nH]c(C(=O)COC(=O)COc2ccccc2C=O)c1C	1470	1727
CCOC(=O)CNC(=O)CSc1nnc(C)c(=O)[nH]1	1531	1844

Next part.
compound	SRC3 TRFRET art	SRC1 TRFRET art
Cc1ccc(CC(=O)Nc2ccc(F)c([N+](=O)[O-])c2)cc1	1679	1697
O=C(c1ccccc1)c1cc([N+](=O)[O-])ccc1N1CCOCC1	1869	1990
O=C(Nc1ccccc1Br)c1ccccc1-c1ccccc1	1467	1913
COc1ccc(CNC(=O)c2ccccc2NS(C)(=O)=O)cc1	1676	1952
CSc1ccc(/C=N/Nc2nc(C)cc(C)n2)cc1	1716	1872
CCc1ccc(N(C(=O)c2snc(C(N)=O)c2N)C(C(=O)NCC2CCCO2)c2cccs2)cc1 (stereo not drawn)	1573	1416
C=CCNS(=O)(=O)c1nc(C)c(Cl)c(C)c1C#N	1379	1743
CCNC(=O)C(=O)Nc1ccc(OC)c(Cl)c1	1377	1625
Cc1cccc(C(=O)NNC(=O)c2ccccc2-n2cccc2)c1	1565	1664
Cn1c(SCC(=O)Nc2ccc(F)cc2)nc2c([nH]c3ccccc32)c1=O	1672	2163
COc1ccccc1NC(=S)N1CCn2cccc2C1c1cccnc1 (stereo not drawn)	1584	1641
COCCNC(=O)CSCc1cc(C)cc(C)c1	1527	1991
COc1cc(NC(=O)CN(C)Cc2ccc(OC(F)F)cc2)c(C)cc1[N+](=O)[O-]	1509	1803
O=C(C(=O)N1CCc2ccccc2C1)c1cn(CC(=O)N2CCCCC2)c2ccccc12	1538	1692
Cc1ccc(-c2nc(C#N)c(NCC3CCCO3)o2)cc1 (stereo not drawn)	1336	1685
CN1CCN(c2ccc(S(=O)(=O)Nc3ccccc3)cc2[N+](=O)[O-])CC1	1633	1824
C[N+]1(C)CC2=Cc3ccccc3CC2C1 (stereo not drawn)	1612	1418
Cn1c(=O)[nH]c(Nc2ccc(F)cc2)c([N+](=O)[O-])c1=O	1459	1846
COc1cccc(OC)c1OCCCOc1ccc([N+](=O)[O-])cc1Cl	1287	1688
O=C(CCNC(=O)c1ccccc1)OCC(=O)c1ccccc1	1631	1787

compound	SRC3 TRFRET art	SRC1 TRFRET art
COc1cc(NC(=O)CSc2nnc3c(C)cc4cc(C)cc(C)c4n23)c(C(=O)O)cc1OC	1675	1915
CSc1nc2ccc(NC(=O)c3ccc(F)c(F)c3)cc2s1	1586	1925
COc1ccc(/C(C)=N/OCC(=O)Nc2nc3ccccc3s2)cc1OC	1548	1782
CCc1ccc2nc(SCC(=O)Nc3nnc(C)s3)c(C)cc2c1	1380	1864
CCN(CC)CC(=O)Nc1ccc(/C(C)=N/NC2=NCCN2)cc1	1436	1606
O=C(O)CSC(=S)N1CCCCC1	1588	1534
CCc1ccc(/C=N/n2c(C)cc(C)c(C#N)c2=O)cc1	1560	1668
Cc1ccc(C(=O)Nc2ccccc2C(=O)O)cc1S(=O)(=O)NCc1ccccc1	1473	1426
Cc1ccc(C(=O)CNc2ccc(C)c(Cl)c2)cc1	1575	1688
Cc1cc(N)n(-c2ccc(S(=O)(=O)c3ccc(C(C)C)cc3)cc2)n1	1554	1711
O=C(NCc1ccccn1)c1nn(-c2ccccc2)c(=O)c2ccccc12	1589	1887
Cc1ccc(O)c(-c2cc(C(=O)NCc3ccccc3)[nH]n2)c1	1411	1685
CC(=O)c1sc(-c2ccccc2Cl)nc1C	1599	2021
Cc1ccc(Cl)cc1N1CCN(C(=O)C2CCC(=O)N2C(C)C)CC1 (stereo not drawn)	1515	1597
CS(=O)(=O)N(CC(=O)Nc1ccccc1)c1cccc(Cl)c1Cl	1617	1798
[O-]/[N+](=C/c1cccnc1)c1ccc(Br)cc1	1610	1584
CCOc1ccc2c(c1)/C(=C(\C(Cl)=C(Cl)Cl)[N+](=O)[O-])N2	1680	1898
O=C(CCCOc1ccc(Cl)cc1Cl)N/N=C/c1ccccc1O	1344	1589
O=C(C[n+]1cccc(O)c1)Nc1ccc(Br)cc1	1569	1794
CCN(CC)CC(=O)Nc1sc(C)c(C)c1C(=O)c1ccc(C)cc1	1550	1739

compound | SRC3 TRFRET art | SRC1 TRFRET art
O=C(c1ccc(Cl)c(Cl)c1)N1CCC(=O)N(C(COCc2cccc(Cl)c2)Cc2ccccc2)CC1 (stereo not drawn) | 1498 | 1721
O=C(CN1CCCC1)Nc1c2c(cc3c1CCC3)CCC2 | 1407 | 1660
CCc1nc2c(c(=O)c3ccccc3n2C)c(=O)n1CCc1ccc(OC)cc1 | 1567 | 1720
CCOC(=O)c1cn(CC)c2cc(Cl)c([N+](=O)[O-])cc2c1=O | 1592 | 1923
Cc1cc(OCc2nnc(SC(C)C(=O)O)n2Cc2ccccc2)ccc1Cl (stereo not drawn) | 1643 | 1970
O=C(O)Cc1sc(-c2ccccc2)nc1-c1cccs1 | 2531* | 2913*
COc1ccc(C(=O)/C=C/c2ccc(O)cc2)cc1 | 1690 | 2072
Cc1sc2nc(SCC(=O)NCCOCCO)nc(N)c2c1C | 1811 | 2184
COc1ccc(CNc2ncccn2)cc1OC | 1628 | 1843
O=Nc1c(O)n(Cc2c(Cl)cccc2Cl)c2ccccc12 | 1461 | 1756
CCCCCC(=O)NC(=S)Nc1ccc2oc(=O)ccc2c1 | 1581 | 2075
CC(C)c1cc(N2CCC(=O)NC2=O)cc(C(=O)O)c1O | 1781 | 1791
COc1cc2[nH]c3c(=O)n4c(nc3c2cc1OC)SCCC4 | 1750 | 1750
Cc1ccc2cccc(S(=O)(=O)N3CCCc4ccccc43)c2n1 | 1660 | 1990
CC(C)CCNC(=O)C(c1ccc(O)cc1)N(C(=O)C1COc2ccccc2O1)c1cccc(O)c1 (stereo not drawn) | 1671 | 1772
CCC(C(=O)Nc1cccc(C(=O)O)c1)c1ccccc1 (stereo not drawn) | 1379 | 1603
C/C(=N\Nc1ccc(C(F)(F)F)cn1)c1ccc(S(=O)(=O)NCc2ccco2)cc1 | 1704 | 1873
CCCCN(CC(=O)NCc1ccc(Cl)cc1)S(=O)(=O)c1ccc2c(c1)OCCO2 | 1862 | 1745
COc1ccc(CC2(CO)CCN(CC3=CC[C@H]4C[C@@H]3C4(C)C)CC2)cc1 | 1624 | 1756
CCN(CC)c1ccc(NC(=O)c2ccccc2Br)cc1S(=O)(=O)Nc1ccccc1OC | 1617 | 1698

compound | SRC3 TRFRET art | SRC1 TRFRET art
CCC(=O)NC(NC(=S)Nc1ccccc1Br)C(Cl)(Cl)Cl (stereo not drawn) | 1515 | 1825
Cc1ccc(C2CC(c3ccccc3)=NN2c2ccccc2)o1 (stereo not drawn) | 1569 | 1668
Cc1ccc(NC(=O)CSc2nnc(CNC(=O)c3ccco3)o2)cc1 | 1381 | 1782
CC1CC(C)CN(S(=O)(=O)c2ccc(NC(=S)NC(=O)c3ccccc3)cc2)C1 (stereo not drawn) | 1634 | 1409
O=Cc1c(F)cccc1N1CCCC1 | 1484 | 1669
COc1ccc(S(=O)(=O)N2CCOC2CNC(=O)C(=O)NCCc2c[nH]c3ccccc23)cc1 (stereo not drawn) | 1669 | 1883
COc1ccc(-c2nnc(SCC(=O)Nc3nncs3)o2)cc1 | 1511 | 1813
CCS(=O)(=O)Nc1ccc2[nH]c(=O)[nH]c2c1 | 1576 | 1844
NC(=O)N/N=C/c1cn(-c2ccccc2)nc1-c1cccs1 | 1467 | 1903
COc1ccc(N2C(=O)CC(Nc3ccc(F)cc3)C2=O)c([N+](=O)[O-])c1 (stereo not drawn) | 1653 | 2052
Cc1nn(-c2ccccc2)c(N)c1Sc1ccc([N+](=O)[O-])cc1 | 1483 | 1619
O=C1NC2(CCCCC2)N(C(=O)c2ccccc2)C2=C1CCCC2 | 1597 | 1828
CCN(CC)C(=O)C(=O)c1cccn1-c1c(Cl)cccc1C#N | 1614 | 1813
CCc1ccc(CN(C)C(=O)CCc2nnc(CCc3ccccc3OC)o2)nc1 | 1653 | 1727
CCc1ccccc1NC(=O)c1cc(=O)c2ccccc2o1 | 1536 | 1717
COc1cccc(NC(=O)CCC(=O)Nc2cccc(OC)c2)c1 | 1758 | 1769
COc1cc([N+](=O)[O-])ccc1N1C(=O)C2C3C=CC(C4CC34)C2C1=O (stereo not drawn) | 1485 | 1637
COc1ccc(-n2cc(CNCCCN3CCCC3=O)c(-c3ccccc3Cl)n2)cc1 | 1584 | 1783
CCOc1ccccc1OCCCC(=O)NC1CCCc2ccccc21 (stereo not drawn) | 1409 | 1578
CC(C)Sc1nc2ccccc2[nH]1 | 1480 | 1632

compound | SRC3 TRFRET art | SRC1 TRFRET art
CN(C)c1ccc(/C=C2\CCCCC2=O)cc1 | 1782 | 1985
COc1ccccc1NC(=O)c1ccc(NC(=O)CSc2nncn2C)cc1 | 1651 | 1660
COc1ccc(OC)c(CC(NC(C)=O)C(=O)NC2CCN(c3c(Cc4ccccc4)c(C)nc4ncnn34)CC2)c1 (stereo not drawn) | 1403 | 1679
CCN(CC)c1ccc(/C=N/Nc2nc(C)cc(C)n2)c(O)c1 | 1589 | 1819
O=C(N/N=C/c1ccc[nH]1)c1ccc2c(c1)OCO2 | 1579 | 2005
CCCNC(=O)[C@H](Cc1c[nH]c2ccccc12)NC(=O)c1ccccc1Cl | 1532 | 1699
